Bioassay records from PubChem BioAssay.
L3MBTL1 inh: L3MBTL1 (human) inhibition | AID 485360 | Q9Y468 | Potency, µM (series often up to 57.1 µM), for inactives: top-dose activity, negative = inhibition, usual class: inhibitors | 0.66% of 230,000 active | AlphaScreen L3MBTL1–H3K9me1 peptide binding; also: % is scaled to controls: 0 for no effect and ±100 for the full control effect; nearly all actives have a fitted effect of over 60% in size
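AlphaScreen assay: L3MBTL1 (50 nM final) was preincubated 30 min at room temperature with biotinylated H3(1-15)K9me1 peptide (75 nM final), then 30 min with library compounds; streptavidin donor and nickel chelate acceptor beads (10 ug/mL final) added, 30 min dark.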
Tau fluor counter: counter-screen for tau fibril formation inhibitors; Potency, µM (series often up to 57.7 µM), for inactives: at the top dose activity change, negative = decrease; tau K18 P301L Alexa594 fluorescence, heparin fibrillization; 0.93% of 280,000 active; also: % is scaled to controls: 0 for no effect and ±100 for the full control effect; nearly all actives have a fitted effect of over 55% in size
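Human tau K18 P301L (15 uM unlabeled, 0.24 uM Alexa 594-labeled) in 100 mM sodium acetate pH 7 with 20 uM heparin, 6 hr at 37 C. ThT 30 uM added, 1 hr ambient; Alexa 594 FP and total fluorescence read at 555/632 nm.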
Tau ThT inhib: blocks human tau fibril formation measured by thioflavin T; recombinant tau K18 P301L, heparin-induced fibrillization, ThT fluorescence; P10636; 2.1% of 270,000 active; Potency, µM (top dose mostly 57.4 µM), for inactives: at the top dose activity, negative = inhibition, actives largely listed as inhibitors; also: % is scaled to controls: 0 for no effect and ±100 for the full control effect; nearly all actives have a fitted effect of over 55% in size
Target sequence (P10636 561-689 P618L limits assumed): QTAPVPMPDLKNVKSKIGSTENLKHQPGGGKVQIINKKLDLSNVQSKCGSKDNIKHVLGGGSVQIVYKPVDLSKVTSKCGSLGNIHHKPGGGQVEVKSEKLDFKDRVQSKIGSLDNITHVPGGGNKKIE
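ThT emission at 510 nm, taken 1 hr after adding 30 uM dye, quantifies aggregates formed when 20 uM heparin acts on human tau K18 P301L for 6 hr at 37 C.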
TRb-SRC2 inh: disrupts binding of human TR beta to SRC2; P10828; TRbeta-SRC2 peptide binding, fluorescence polarization; receptor liganded with 1 µM T3; Potency, µM (top dose mostly 106 µM), for the others: at the top dose activity change, negative = inhibition, actives largely listed as inhibitors; 0.065% of 280,000 active; AID 1469;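 also: plate controls were bound peptide for no effect and peptide without receptor for full effect; nearly all actives have a fitted effect of over 50% in size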
Target sequence (P10828 whole entry, looked up): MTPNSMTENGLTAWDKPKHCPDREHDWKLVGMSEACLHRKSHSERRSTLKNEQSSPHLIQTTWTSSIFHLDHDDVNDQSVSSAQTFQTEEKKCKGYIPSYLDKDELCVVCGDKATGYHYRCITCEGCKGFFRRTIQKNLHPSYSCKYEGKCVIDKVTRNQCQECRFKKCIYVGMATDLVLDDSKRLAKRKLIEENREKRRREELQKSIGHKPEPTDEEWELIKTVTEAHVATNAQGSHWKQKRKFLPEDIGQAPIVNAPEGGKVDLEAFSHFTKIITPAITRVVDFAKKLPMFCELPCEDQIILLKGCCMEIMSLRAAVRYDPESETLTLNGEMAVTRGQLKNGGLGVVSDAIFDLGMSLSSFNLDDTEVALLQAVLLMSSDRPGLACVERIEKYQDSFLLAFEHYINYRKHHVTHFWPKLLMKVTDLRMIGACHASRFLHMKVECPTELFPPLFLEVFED
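Decrease in fluorescence polarization of 20 nM Texas Red SRC2 coactivator peptide flagged inhibition of its binding to 0.6 uM TRb LBD; 1 uM T3 included, incubation 5 hr, ex 555/em 632 nm.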
TR SRC2 fluor cs: counter-screen for TRb-SRC2 inhibitors: fluorescence interference; TRb/SRC2 Texas Red total fluorescence interference; Potency, µM (top dose mostly 106 µM), inactives show top-dose fluorescence change, negative = quenching; 0.29% of 280,000 active; active = well fitted curve in either direction with a large enough effect; inconclusive = small, poorly fitted or top-dose-only effect; also: % is scaled to controls: 0 for no effect and ±100 for the full control effect
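Human TRβ ligand-binding domain (0.6 uM) and Texas Red SRC2 peptide (20 nM) in Tris buffer with 1 uM T3 and 5% DMSO were incubated with pinned compound for 5 hr at ambient temperature. Total fluorescence was computed as S + 2P (555/632 nm).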
HTT cytoprotect: protects HTT-Q103 PC12 cells, measured by ATP; Potency, µM (top dose mostly 56.4 µM), for inactives: cytoprotection (ATP increase), most hits filed as activators; 0.14% of 230,000 active; PC12 HTT-Q103 induced, cytoprotection, ATP luminescence, 40 h;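 also: % of control where 0% means no effect; nearly all actives have a fitted effect of over 45% in size; toxic huntingtin expression switched on by the ecdysone agonist tebufenozide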
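Compounds added alongside 100 nM tebufenozide, which induces toxic Q103 huntingtin exon 1-GFP in stable PC12 cells; surviving cells quantified by luminescent ATP measurement. Medium: phenol red-free DMEM, 5% equine and 5% calf serum.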
RECQ1 helicase: blocks DNA unwinding by human RECQ1 | P46063 | RECQ1 DNA unwinding, red fluorescence kinetic read | Potency, µM (highest dose often 57.3 µM), inactives show at the top dose activity, negative = inhibition, actives largely listed as inhibitors | 0.54% of 240,000 active;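 also: plate controls were vehicle for no effect and no enzyme for full effect; nearly all actives have a fitted effect of over 30% in size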
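RECQ1T1 50 nM; forked duplex (20 bp + 30-nt ss tails) 200 nM, ATP 2 mM final; pH 8.0, 2 mM MgCl2, 2.5 ug/ml poly(dI-dC); 15 min compound preincubation; discontinuous kinetic read over 2 h at RT.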
Tau FP inhib: inhibitors of human tau fibril formation | P10636 | K18 P301L tau heparin fibrillization, Alexa594 FP, 6 h | Potency, µM (doses to about 57.7 µM), without a hit: at the highest dose activity, negative = inhibition, hits mostly inhibitors | 0.39% of 280,000 active; also: % is scaled to controls: 0 for no effect and ±100 for the full control effect; nearly all actives have a fitted effect of over 55% in size
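Quantitative HTS format: compounds meet 15 uM recombinant K18 P301L tau and Alexa 594-tau tracer in 100 mM sodium acetate pH 7; 20 uM heparin triggers fibrillization at 37 C over 6 hr; FP gives the signal.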
The depositor's hits bear a star; i = inactive; ? = inconclusive; / = not tested or not shown; & = joins results of further samples; [ ] = another dose, or the depositor's remark. Unless noted, calls follow the shape of the dose curve; as a rule, active = well fitted curve in the direction sought with a large enough effect; inconclusive = small, poorly fitted or top-dose-only effect, or another doubt; inactive = no such curve, though single readings can be large; an effect the other way counts as inactive or inconclusive. Potency is read from the fitted curve at half-maximal effect. Not all compounds are listed; count on the stated rates, not on these rows.

SMILES	L3MBTL1 inh	Tau fluor counter	Tau ThT inhib	TRb-SRC2 inh	TR SRC2 fluor cs	HTT cytoprotect	RECQ1 helicase	Tau FP inhib
COC(=O)Cn1c(=NC(=O)c2cc(OC)cc(OC)c2)sc2cc(OC)ccc21	25%	-23%	-8%	15%	-1%	-2%[10 µM]	-3%	-10%
COc1ccccc1Nc1ncnc2c1oc1ccccc12	11%	-18%	?	-10%	-2%	-21%	-4%	-7%
O=[N+]([O-])c1ccc(Nc2nc(NCCO)nc(N3CCCC3)n2)cc1	/	?	?	6%	-6%	-33%[inhibitor]	-3%	?
COc1ccc(NC(=O)C(C)N(c2ccc(C)cc2)S(C)(=O)=O)cc1 (configuration not stated)	/	-12%	-7%	-18%	1%	12%	-7%	-14%
COC(=O)Nc1nn(-c2ccc(Cl)cc2)c(=O)c(C#N)c1C	/	-6%	-9%	4%	-1%	-2%[10 µM]	31%[activator]	3%
CCOC(=O)c1c(C)n(-c2ccccc2)c2ccc(OC(=O)c3c(F)cccc3F)cc12	/	-10%	1%	-8%	?	/	/	?
O=C(NCC1(c2ccccc2)CCCC1)C(=O)Nc1cccc(Br)c1	/	-2%	9%	1%	1%	/	/	-4%
CCOC(=O)Cc1csc(NC(=O)c2csc3c2CCCC3)n1	-3%	-23%	?	0%	-1%	-25%	-4%	-4%
CC(=O)NS(=O)(=O)c1ccc(NS(=O)(=O)c2ccccc2[N+](=O)[O-])cc1	3%	0%	-3%	0%	-7%	17%[10 µM]	-3%	2%
CCc1ccccc1OCCSc1nc(-c2cccs2)nc2cc(=O)[nH]n12	/	-11%	?	5%	-2%	/	/	?
O=C(c1ccco1)N1CCN(c2ncnc3c2oc2ccccc23)CC1	10%	-7%	?	-8%	0%	18%[10 µM]	i	-5%
CC(=O)c1ccc(N2CCN(c3ccc4cc(S(=O)(=O)N5CCC(C)CC5)ccc4n3)CC2)cc1	/	-1%	-4%	1%	-1%	/	/	3%
O=C(CN1CCOCC1)Nc1cccc(Cl)c1Cl	-2%	1%	2%	7%	1%	-12%[10 µM]	-4%	-1%
Oc1ccc2c(c1)OCC1c3cc4c(cc3OC21)OCO4 (configuration not stated)	/	-11%	-10%	11%	-1%	?	i	8%
Cc1cccc(C2(c3cccc(C)c3)OC(=O)c3ccccc32)c1	14%	-20%	-11%	4%	-6%	4%	-8%	-9%
CCN(CCCNC(=O)c1nn(-c2ccc(OC)c(Cl)c2)c(=O)c2c1c1ccccc1n2C)c1cccc(C)c1	/	-25%	-4%	4%	-1%	/	/	-3%
Cc1nc(SCC(=O)O)c(C#N)c(C)c1CC(=O)c1ccccc1	/	-2%	-7%	4%	0%	-13%	-2%	6%
O=C(CCC(=O)NC1CCN(Cc2ccccc2)CC1)NCc1ccco1	1%	0%	-8%	4%	-1%	6%	-7%	-1%
O=c1[nH]c2cccnc2c2ccsc12	2%	1%	0%	-12%	-6%	13%[10 µM]	i	7%
O=C(Cc1c[nH]c2ccccc12)NCc1cccs1	-10%	-7%	-4%	-1%	-2%	-13%[10 µM]	-2%	-5%
Fc1ccc(-n2c(Cn3nnc4ccccc43)n[nH]c2=S)cc1	5%	6%	8%	4%	0%	-62%[inhibitor]	i	-1%
Fc1ccccc1CSc1nncn1NC/C=C/c1ccccc1	-19%	-20%	-13%	0%	-4%	25%	6%	0%
Cc1ccc(S(=O)(=O)N[C@H](C(=O)OCC(=O)NC(=O)Nc2ccc3c(c2)OCCO3)C(C)C)cc1	-13%	?	-16%	0%	-1%	9%[10 µM]	0%	0%
Cc1nnc(SCc2cccc(Oc3ccccc3)c2)n1N	1%	1%	1%	-3%	4%	-15%[0.074 µM]	-6%	-4%
Cc1ccccc1Nc1nc(N)nc(CN2CCN(C(=O)c3ccccc3)CC2)n1	-8%	1%	0%	-5%	0%	-7%	7%	-1%
C[C@@H]1C[C@H]2[C@H]3C[C@@H](F)C4=CC(=O)C=C[C@]4(C)[C@@]3(Cl)[C@@H](O)C[C@@]2(C)[C@@H]1C(=O)COC(=O)C(C)(C)C	/	/	/	-5%	-2%	-70%[inhibitor][17.1 µM]	-1%[25.9 µM]	/
Cc1cccc(NC(=O)CN(C)S(=O)(=O)c2ccccc2)n1	/	4%	0%	-2%	-1%	-3%[0.074 µM]	-8%	1%
CSc1nnnn1-c1ccc(C(=O)OCC(=O)N2CCOCC2)cc1	/	-2%	-7%	-18%	3%	2%[0.074 µM]	i	-6%
CCOC(=O)C1(CCCc2ccccc2)CCN(C(=O)c2cncs2)CC1	0%	-3%	-17%	-8%	-5%	-35%[inhibitor]	-13%	2%
Cc1ccc(NP(=O)(c2ccc(N(C)C)cc2NC(=O)c2cccs2)N2CCOCC2)cc1Cl (configuration not stated)	-15%	-23%	-14%	-13%	-2%	-34%[10 µM]	0%	16%
COc1cc(/C=N/NC(=O)NC2CCCCC2)cc(OC)c1O	-4%	0%	-4%	-7%	-2%	10%[10 µM]	-4%	-3%
CCOc1ccc(-n2ccnc2SCC(=O)Nc2nnc(CC)s2)cc1	-1%	-10%	-10%	-3%	2%	-17%	10%	3%
CC(=O)c1c(C(C)=O)c(C)n(-c2nc(-c3ccc(C)c(C)c3)c(C)s2)c1C	-9%	-12%	-32%	4%	0%	24%[10 µM]	0%	-5%
CC1CCCC(NC(=O)COC(=O)Cc2ccc(Br)cc2)C1C (configuration not stated)	-2%	-3%	-4%	-6%	-6%	-5%	-6%	2%
COc1cc(NC(=O)COCc2cc(-c3ccc4c(c3)OCO4)on2)cc(OC)c1	/	?	?	1%	3%	/	/	-10%
COc1ccccc1-c1nnc(SCC(=O)Nc2nc(-c3ccccc3)cs2)n1C	4%	-7%	13%	2%	1%	-4%[10 µM]	-7%	9%
COc1ccc(NC(=O)NC(C)c2ccncc2)cc1OC (configuration not stated)	1%	-6%	0%	5%	3%	-11%[1.9 µM]	-7%	-13%
O=C(Nc1ccc(Cl)cc1C(=O)N1CCOCC1)c1ccco1	10%	-6%	-9%	-9%	-1%	21%[0.074 µM]	-8%	-1%
COc1ccccc1-n1cc(-c2ccc(Cl)cc2)[nH]c1=O	-10%	-7%	-7%	0%	0%	17%[10 µM]	-8%	11%
O=C(C1CCN(S(=O)(=O)Cc2ccccc2)CC1)N1CCN(c2cccc(C(F)(F)F)c2)CC1	/	-4%	10%	5%	-2%	/	/	-10%
O=C(Nc1cc(C(F)(F)F)ccc1Cl)c1cnn(-c2ccccc2)c1-n1cccc1	/	-15%	-7%	5%	-3%	/	/	?
COc1cc(/C=N/NC(=O)CN(Cc2ccco2)S(=O)(=O)c2ccccc2)ccc1O	0%	-10%	-3%	-5%	-4%	11%[10 µM]	-2%	3%
COc1ccc(Cl)cc1NC(=O)CC(C)=O	-1%	-9%	-14%	-2%	1%	-15%	i	-1%
COC(=O)c1ccccc1NC(=O)C1CCN(C(=O)c2ccc(OC)cc2)CC1	-4%	-1%	0%	2%	-2%	15%	-3%	-1%
Fc1ccccc1OCCCCn1cncn1	2%	-1%	-2%	-4%	1%	-3%	-4%	-2%

Some of the entries so far, field by field:
Cc1ccc(NP(=O)(c2ccc(N(C)C)cc2NC(=O)c2cccs2)N2CCOCC2)cc1Cl (configuration not stated)
  L3MBTL1 inh = -15%; Tau fluor counter = -23%; Tau ThT inhib = -14%; TRb-SRC2 inh = -13%; TR SRC2 fluor cs = -2%; HTT cytoprotect = -34%[10 µM]; RECQ1 helicase = 0%; Tau FP inhib = 16%

COc1cc(/C=N/NC(=O)NC2CCCCC2)cc(OC)c1O
  L3MBTL1 inh = -4%; Tau fluor counter = 0%; Tau ThT inhib = -4%; TRb-SRC2 inh = -7%; TR SRC2 fluor cs = -2%; HTT cytoprotect = 10%[10 µM]; RECQ1 helicase = -4%; Tau FP inhib = -3%

CCOc1ccc(-n2ccnc2SCC(=O)Nc2nnc(CC)s2)cc1
  L3MBTL1 inh = -1%; Tau fluor counter = -10%; Tau ThT inhib = -10%; TRb-SRC2 inh = -3%; TR SRC2 fluor cs = 2%; HTT cytoprotect = -17%; RECQ1 helicase = 10%; Tau FP inhib = 3%

Next part.
SMILES	L3MBTL1 inh	Tau fluor counter	Tau ThT inhib	TRb-SRC2 inh	TR SRC2 fluor cs	HTT cytoprotect	RECQ1 helicase	Tau FP inhib
Cc1ccc(-n2cc(CN3CCC(O)(c4ccccn4)CC3)c(-c3ccc(F)cc3)n2)cc1	-21%	-29%	-20%	3%	-3%	-18%[10 µM]	-9%	-5%
CCC(=O)Nc1c(C)n[nH]c1C	36%[activator]	4%	6%	-7%	-2%	-4%[10 µM]	7%	-2%
CCOc1ccc(-n2c(=O)c3c4c(sc3n(CC(=O)NCCCOC)c2=O)CCCCC4)cc1	/	-2%&-23%	3%&-19%	7%&-10%	?	-7%	-6%	2%&-6%
O=C(O)c1cnc(-c2ccccc2)nc1Sc1ccc(Cl)cc1Cl	4%	0%	-4%	8%	-3%	33%	-4%	-1%
Cc1oc(-c2ccc3c(c2)OCCO3)cc1C(=O)O	-19%	6%	1%	-4%	-6%	-80%[inhibitor]	i	-6%
O=C(CCC(=O)c1cccs1)NC1CCCCCC1	/	1%	0%	1%	-2%	0%	1%	10%
CCN(C(=O)CSc1nnc(Cn2nnc3ccccc32)o1)c1nc(-c2ccccc2)cs1	/	?	-12%	-6%	-2%	5%[10 µM]	-2%	0%
Cc1ccc(C)c(Cn2c3ccccc3c3cnn(CC(=O)NC(C)CCc4ccccc4)c(=O)c32)c1 (configuration not stated)	/	0%	11%	-3%	-2%	/	/	-7%
CCOC(=O)NNC(=O)c1ccc(Cl)cc1	-5%	-4%	-11%	-3%	3%	-21%	0%	-2%
COc1cccc(CNC(=O)Cn2nc(-c3ccc(Cl)cc3)ccc2=O)c1	4%	-24%&-24%	-8%&-17%	5%&11%	-1%&3%	-34%	3%	-2%&-1%
CC(C)(CC(=O)N1CCN(c2ccc(Cl)cc2)CC1)CC1=NS(=O)(=O)c2ccccc2N1	-2%	?	-13%	0%	-3%	-46%[inhibitor]	i	2%
COc1ccc(/C(O)=C2/C(=O)C(=O)N(CCN3CCOCC3)C2c2ccccn2)cc1 (configuration not stated)	-9%	-10%	?	-13%	-2%	38%	-10%	-11%
